Screening data as filed in PubChem BioAssay.
RAD54 branch – blocks human RAD54 Holliday junction branch migration; AID 602329; FAM/BHQ fluorescence; 360,000 compounds, 0.14% hits; inhibition, % at 10.4 µM; Q92698;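 active = mean normalized replicate activity at least 40 and at least half of replicates scoring 40 or more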;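 also: 0% = median of neutral control wells and 100% = median of positive control wells; inhibitors cause a drop in the FAM fluorescence signal; in these data hits start at about 50%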
esBAF inh – inhibitors of esBAF chromatin remodeling in mouse ES cells; Bmi1-luciferase knock-in reporter, 24 h; 100% = twice the neutral-well signal; reporter increase, % at 12.5 µM; 350,000 compounds, 2% hits; AID 602393; in the data active = activation above about 40%;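 also: 0% = median of the plate's neutral control wells and 100% = double that signal; a rise in the Bmi1 reporter signal indicates esBAF inhibition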
PglD DTNB – PglD (C. jejuni) enzyme inhibition; purified PglD enzyme, DTNB colorimetric CoA detection; inhibition, % at 12.5 µM; 360,000 compounds, 0.098% hits; in the data active = inhibition above about 16%, passing the limit was not always enough; also: strong numbers were not always called active
ARNT TACC3 PPI – disrupts binding between human ARNT and TACC3; Q9Y6A5; AlphaScreen His-ARNT PAS-B/GST-TACC3 binding, luminescence; TACC3 fragment carries E629A point mutation; inhibition, % at 9.99 µM; 390,000 compounds, 0.66% hits; AID 623870;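 active = mean inhibition of replicates at least 50% and at least half of replicates each reaching 50%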;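 also: 0% = complete ARNT plus TACC3 wells and 100% = ARNT alone without TACC3; many hits fall short of the cut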
E-selectin induc – induces E-selectin expression in human endothelial cells; P16581; HUVEC E-selectin immunofluorescence imaging; normalized: neutral wells 0, TNF-alpha wells 100; activation, % at 7.58 µM; 260,000 compounds, 0.37% hits; AID 686992;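 active = mean E-selectin-positive cell signal at least 10% of the positive control, reached in at least 60% of replicates, without over 20% cell loss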;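 also: in these data hits start at about 27%; measured in HUVEC primary endothelial cells; signal is the percent of cells scored E-selectin positive by PE staining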
Target sequence (P16581 whole entry, looked up): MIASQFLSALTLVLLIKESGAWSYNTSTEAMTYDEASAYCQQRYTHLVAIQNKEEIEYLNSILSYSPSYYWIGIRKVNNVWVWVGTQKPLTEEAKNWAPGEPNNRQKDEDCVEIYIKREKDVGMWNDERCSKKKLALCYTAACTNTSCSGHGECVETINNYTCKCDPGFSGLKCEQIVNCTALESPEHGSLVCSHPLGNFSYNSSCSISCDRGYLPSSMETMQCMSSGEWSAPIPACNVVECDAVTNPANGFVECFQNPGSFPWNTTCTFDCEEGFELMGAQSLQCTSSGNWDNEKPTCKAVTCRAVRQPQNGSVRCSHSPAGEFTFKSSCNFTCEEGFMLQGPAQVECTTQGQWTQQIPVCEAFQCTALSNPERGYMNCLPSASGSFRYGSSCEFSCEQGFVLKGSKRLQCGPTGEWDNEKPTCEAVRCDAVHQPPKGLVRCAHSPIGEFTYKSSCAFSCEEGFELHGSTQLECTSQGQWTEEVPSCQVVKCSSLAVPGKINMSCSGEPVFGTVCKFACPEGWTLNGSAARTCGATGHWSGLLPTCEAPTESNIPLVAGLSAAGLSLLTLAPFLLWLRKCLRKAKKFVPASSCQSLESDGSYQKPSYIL
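Read-out basis: % PE-positive cells; Test system: HUVEC primary endothelial cells; Technique: immunofluorescence imaging; Dosing: single-point compound dose.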
ERp5 inh – blocks human ERp5 reductase activity on insulin. ERp5 insulin aggregation, absorbance 650 nm, 90 min. inhibition, % at 9.99 µM. 350,000 compounds, 0.05% hits;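 active = mean replicate inhibition above about 25%, with every replicate also reaching it, limit read from the data, passing the limit was not always enough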
Casp6 inh – blocks human caspase-6 cleavage activity; P55212; purified caspase-6, Z-VEID-R110 cleavage fluorescence; inhibition, % at 12.5 µM; 350,000 compounds, 0.53% hits; AID 686996;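 active = mean inhibition across replicates at least about 35%, with every replicate also reaching that limit, limit read from the data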;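 also: 0% = median of neutral control wells and 100% = no fluorescence left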
Target sequence (P55212 24-179 limits assumed): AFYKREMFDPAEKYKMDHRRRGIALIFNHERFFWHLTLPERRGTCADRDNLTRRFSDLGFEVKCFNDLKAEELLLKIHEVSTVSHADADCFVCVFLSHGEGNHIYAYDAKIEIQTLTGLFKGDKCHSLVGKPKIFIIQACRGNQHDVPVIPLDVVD
Target sequence (P55212 194-293 limits assumed): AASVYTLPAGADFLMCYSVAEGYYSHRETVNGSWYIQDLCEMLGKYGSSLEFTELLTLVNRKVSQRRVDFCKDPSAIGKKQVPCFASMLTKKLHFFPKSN
RAD52 inh – RAD52 (human) annealing inhibition | 360,000 compounds, 0.46% hits | recombinant RAD52 DNA annealing, FRET fluorescence | P43351 | inhibition, % at 18.7 µM;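 active = every replicate showing at least 50% inhibition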
Numbers without * were called inactive; . = no result given.

SMILES	RAD54 branch	esBAF inh	PglD DTNB	ARNT TACC3 PPI	E-selectin induc	ERp5 inh	Casp6 inh	RAD52 inh
Cc1ccccc1C(=O)Nc1ccnn1C1CCN(C(C)Cc2ccccc2F)CC1 (centres undefined)	-1	4	2	-1	.	3	1	-47
N#CC1C=Cc2ccccc2N1C(=O)c1ccccc1 (centres undefined)	-5	.	2	-9	-0.2	3	2	-8
O=C(CNCc1ccccn1)Nc1ccc([N+](=O)[O-])cc1C(=O)Nc1ccccc1F	4	-2	-5	62*	.	-1	-2	-12
COCCn1nnnc1C(c1cccs1)N1CCN(c2cc(C)ccc2C)CC1 (centres undefined)	-6	4	3	0	.	.	.	.
Cc1ccc(C)c(OCCCC(=O)Nc2nccs2)c1	4	-2	2	-3	-1.7	.	.	.
COc1ccccc1C/C(N)=N/OC(=O)c1ccc2c(c1)OCO2	.	.	.	4	2.1	1	1	-3
CC(C)CN(CC(C)C)S(=O)(=O)N1CCC(C(=O)NC2CCCCCCC2)CC1	1	13	-2	4	.	4	-3	-8
O=S(=O)(c1ccc(Oc2ccc(-c3nnco3)cc2)nc1)N1CCC(Cc2ccccc2)CC1	-26	14	0	1	.	.	.	.
CCOC(=O)N1CCN(C(=O)CS(=O)Cc2nc(-c3ccc(C)cc3)oc2C)CC1 (centres undefined)	2	-1	5	-3	2.2	-9	0	-5
O=C(COC(=O)C1(c2ccccc2)CC1)NNC(=O)c1ccccc1	.	.	.	1	.	15	20	-6
COc1ccccc1N1CCN(CC(O)COCCOc2ccc(Br)cc2)CC1 (centres undefined)	.	.	.	0	-0.1	-6	-1	0
CC(=O)NC[C@H]1[C@H](c2ccc(-c3ccccc3)cc2)[C@H](CO)N1C(=O)C1CC1	0	-3	0	-2	-0.1	-9	-1	-28
COc1ccc(S(=O)(=O)N2CCCCC2)cc1NC(=O)c1cc(C)on1	-1	-9	-7	0	0.0	-7	-4	-16
CCCCCNCc1cccn1C	5	1	10	2	.	.	.	.
CCc1ccc(C2CC(=O)Nc3c2c(=O)nc2c(C)cccn32)cc1 (centres undefined)	3	-10	2	-3	-0.1	1	2	-9

Whole records, looked up by structure.
Profile of O=C(COC(=O)C1(c2ccccc2)CC1)NNC(=O)c1ccccc1 → RAD54 branch = .; esBAF inh = .; PglD DTNB = .; ARNT TACC3 PPI = 1; E-selectin induc = .; ERp5 inh = 15; Casp6 inh = 20; RAD52 inh = -6
Profile of Cc1ccc(C)c(OCCCC(=O)Nc2nccs2)c1 → RAD54 branch = 4; esBAF inh = -2; PglD DTNB = 2; ARNT TACC3 PPI = -3; E-selectin induc = -1.7; ERp5 inh = .; Casp6 inh = .; RAD52 inh = .

Continuation.
SMILES	RAD54 branch	esBAF inh	PglD DTNB	ARNT TACC3 PPI	E-selectin induc	ERp5 inh	Casp6 inh	RAD52 inh
O=C(CN1CCCCCC1)Nc1ccc(Oc2ccccc2)cc1	.	.	.	3	5.7	0	1	9
CCCNC(=O)Cn1nc(-c2ccccc2OC)ccc1=O	3	1	-1	.	0.3	0	-4	2
Cc1c(C(=O)Nc2ccccn2)oc2ccc(Br)cc12	-11	-26	1	-2	2.8	2	-1	-7
CN(C)C(=O)C[C@H]1CC[C@@H]2[C@H](COC[C@@H](O)CN2Cc2nccs2)O1	-5	-3	2	2	0.0	3	1	-4
O=C(NCC12CC3CC(CC(C3)C1)C2)c1nc2ncccn2n1	-13	-3	6	-5	.	.	.	.
O=C(CSc1nc2ccccc2s1)NC1CCCC1	.	.	.	-2	3.4	1	-1	-2
CCCCOc1ccc(C(C)NC(=O)CCS(=O)(=O)Cc2ccccc2F)cc1 (centres undefined)	-4	2	0	-2	0.7	4	-1	-20
CCc1c(C)sc(NC(=S)NC(C)C2CCCO2)c1C(=O)OC (centres undefined)	-9	.	0	-7	5.1	8	-1	0
C/C=C/c1cnc2c(c1)C(=O)N([C@@H](C)CO)C[C@@H](C)[C@H](CN(C)C(=O)C1CCOCC1)O2	-17	-4	8	16	0.3	1	-1	-7
C[C@H]1CN([C@@H](C)CO)C(=O)c2cc(C#CC3(O)CCCC3)cnc2O[C@H]1CN(C)C(=O)C1CCCCC1	-2	-1	0	-4	-0.1	10	0	1
Cc1ccc(NC(=O)Nc2cccnc2)cc1NC(=O)Nc1cccnc1	3	-1	3	-4	0.6	-6	-3	-23
COCCNC(=O)Cn1c(=O)n(CCCCCC(=O)Nc2ccccc2)c(=O)c2sccc21	.	.	.	-6	.	-3	3	-15
COc1ccc(N=Cc2c(O)n(-c3cccc(C)n3)c(=O)c3ccccc23)cc1	13	0	-10	1	-0.2	.	.	.
O=C(C[C@H]1CC[C@@H]2[C@H](COC[C@@H](O)CN2Cc2nccs2)O1)N1CCC(Cc2ccccc2)CC1	2	4	2	2	0.0	2	-1	-7
N#CCCN1CCN(CCC#N)C1=S	-5	6	3	-2	2.4	3	-3	-29
Cc1cc(N2CCOCC2)nc2ccc(NC(=O)C3CCC(C)CC3)cc12 (centres undefined)	-11	-1	0	-10	.	.	.	.
CC/C(=C\c1oc2cc3ccccc3cc2[n+]1CC)Nc1ccccc1	2	10	0	8	3.1	6	0	-3
Cc1ccccc1S(=O)(=O)NCC[C@H]1CC[C@@H](NC(=O)C2CCOCC2)[C@H](CO)O1	-11	-1	4	0	-0.2	1	2	-3
COc1cccc(CN2CC(C(=O)N3CCN(C(C)C)CC3)CCC2=O)c1 (centres undefined)	-2	-6	-2	3	4.4	9	-1	-8
COc1cc(C(C)=O)ccc1COc1ccc(C(=O)OC(C)C(=O)NC(N)=O)cc1OC (centres undefined)	4	.	0	-23	.	-1	-1	0
O=C(C1CC1)N1CC(=O)N2[C@H](CO)[C@H](c3ccc(-c4ccccc4F)cc3)[C@@H]2C1	.	.	.	.	0.5	-11	-1	0
C[C@H]1CN([C@@H](C)CO)C(=O)Cc2cc(NC(=O)C3CCCCC3)ccc2O[C@H]1CN(C)Cc1ccc(-c2ccccc2)cc1	-14	0	3	-5	-0.1	-2	-2	-6
CCCc1ccc2oc(C(=O)N3CCC(COC)C3)c(C)c2c1 (centres undefined)	3	54*	2	-10	0.1	-1	-3	1
CC(=O)OCC1OC(n2c(S)c(C#N)c(-c3ccccc3)c(C#N)c2=O)C(OC(C)=O)C(OC(C)=O)C1OC(C)=O (centres undefined)	.	.	.	-3	.	-8	0	-3
O=C([C@H]1[C@H](CO)[C@H]2Cn3c(ccc(C4=CCCC4)c3=O)[C@@H]1N2C(=O)c1cccnc1)N1CCOCC1	1	2	-2	-19	0.2	0	1	-14
Cc1ccc(S(=O)(=O)NCC[C@H]2CC[C@H](NC(=O)NC(C)C)[C@H](CO)O2)cc1	5	3	0	.	-0.1	-3	1	20
O=C(Nc1ccccc1)Nc1ccc(Oc2cccnc2)nc1	-1	.	3	5	0.1	-1	-1	3
O=C(C[C@@H]1CC[C@@H]2[C@H](COC[C@@H](O)CN2S(=O)(=O)c2ccccc2)O1)Nc1ccccc1	-3	-4	-1	2	0.3	0	-1	-17
CN1C(=O)c2cc(NC(=O)Nc3ccccc3Cl)ccc2OC[C@H]2O[C@H](CC(=O)NCCCN3CCOCC3)CC[C@@H]21	12	3	2	-5	-0.2	-1	-26	8
CCc1ccc(C(O)c2ncc(-c3ccccc3OC)[nH]2)cc1 (centres undefined)	-6	2	-2	.	0.0	-2	3	-24
O=C(C[C@H]1CC[C@@H]2[C@H](COC[C@@H](O)CN2Cc2cccc(Cl)c2)O1)N1CCOCC1	3	0	-3	8	-0.1	-20	0	-1
CCOC(=O)/C(=C/c1cn(C)c2ccccc12)NC(=O)c1ccccc1	.	.	.	-2	-0.3	2	2	0
Cc1ccc2cc(CCNC(=O)c3ccco3)c(=O)[nH]c2c1	6	26	-5	-1	.	.	.	.
O=C(C[C@@H]1C[C@H]2c3cc(NC(=O)c4cccnc4)ccc3O[C@H]2[C@H](CO)O1)NCC1CC1	9	2	-2	-1	0.6	5	1	-8
C[C@@H]1CN([C@H](C)CO)C(=O)c2cc(NS(=O)(=O)c3ccc(F)cc3)ccc2O[C@@H](C)CCCCO[C@H]1CN(C)C(=O)Nc1ccc(F)cc1	2	4	-1	-9	-0.2	.	.	.
Cc1ccc(OCc2cc(C(=O)N(C)Cc3nccn3C)no2)cc1C	-2	8	3	2	.	6	-1	-5
Cc1ccc(NC(=O)c2ccc3c(c2)C(=O)N(c2ccccc2C)C3=O)nc1	3	-1	-2	-12	.	-16	2	-5
C/C=C/c1ccc2c(c1)O[C@@H](CN(C)C(=O)CN(C)C)[C@@H](C)CN([C@H](C)CO)S2(=O)=O	1	-1	-1	-9	0.1	7	-1	2
COc1cccc(N2C(=O)CN(Cc3ccc(OC)c(OC)c3)C2=S)c1	-3	0	5	0	0.0	4	1	-5
COc1ccc(C(=O)NNC(=O)COc2ccc(Cl)cc2C)cc1S(=O)(=O)N1CCOCC1	1	0	-4	-5	-0.1	-2	2	-3
CCCC(=O)Nc1ccc2c(c1)C(=O)N(C)C[C@@H](OC)[C@H](C)CN(C(=O)Cc1ccccn1)[C@H](C)CO2	-2	3	3	-9	0.0	.	.	.
C[C@@H]1CN([C@H](C)CO)S(=O)(=O)c2ccc(C3=CCCC3)cc2O[C@@H]1CN(C)Cc1ccncc1	8	1	-1	2	1.0	4	0	-20
O=C(OC(C(=O)NCc1cccs1)c1ccc(F)cc1)c1ccco1 (centres undefined)	16	4	2	-4	.	.	.	.
CN(CC(=O)Nc1cccc(S(=O)(=O)N(C)c2ccccc2)c1)Cc1cccs1	5	-5	1	.	-1.2	3	0	-51
Cc1ccnc(SC2CC(=O)N(c3ccccc3)C2=O)n1 (centres undefined)	2	-4	8	.	0.1	7	0	3
CC(C)C[C@@H]1COc2cccc(N3CCCCC3)c2S(=O)(=O)N1	.	.	.	.	-0.1	7	-2	-55
CCOC(=O)CCCNC(=O)CN1CCC(c2nc3ccccc3s2)CC1	-8	2	1	-1	1.6	3	-2	-14
CC(C)[N+](C)(C)CC(O)CN(c1ccccc1)c1ccccc1 (centres undefined)	-5	2	3	0	-0.1	0	-4	-7
Nc1nonc1NC(=O)CSc1ncccc1C(=O)O	1	4	-2	1	.	-6	12	-24
CCOc1ccccc1CNC(=O)c1c([N+](=O)[O-])c(C)nn1C	1	.	10	-4	.	0	2	-17
N/C(=N\OC(=O)/C=C/c1ccccc1)c1ccc(Cl)cc1	-3	.	-4	-4	1.2	0	2	-3
Cc1c(NC(=S)NC(=O)c2cccc(Br)c2)c(=O)n(-c2ccccc2)n1C	14	-5	9	6	.	2	-4	-4
Cn1c(=O)c2c(nc(CN3CCCCC3)n2CCCc2ccccc2)n(C)c1=O	-1	-9	9	-1	.	.	.	.
COc1ccc(N2CCN(C(=S)Nc3ccc(C)cc3)CC2)cc1	.	.	.	-11	-0.2	-4	1	-11
Cc1ccc2nc(N(CCCN(C)C)C(=O)c3ccc(S(=O)(=O)N4CCc5ccccc5C4)cc3)sc2c1	-5	-33	2	11	2.7	6	11	74*
O=C(N[C@@H]1CC[C@H](CCn2cc(-c3ccccn3)nn2)O[C@H]1CO)c1ccc(F)cc1	0	-3	2	43*	2.4	2	-5	-15
CC(=O)N1c2ccc(S(=O)(=O)N3CCC(C(=O)NC4CCCCC4C)CC3)cc2CC1C (centres undefined)	2	2	6	-2	0.1	1	-2	3

With a hit mark in ARNT TACC3 PPI, of those listed so far:
SMILES | esBAF inh | PglD DTNB | ARNT TACC3 PPI | ERp5 inh | Casp6 inh | RAD52 inh
O=C(CNCc1ccccn1)Nc1ccc([N+](=O)[O-])cc1C(=O)Nc1ccccc1F | -2 | -5 | 62* | -1 | -2 | -12
O=C(N[C@@H]1CC[C@H](CCn2cc(-c3ccccn3)nn2)O[C@H]1CO)c1ccc(F)cc1 | -3 | 2 | 43* | 2 | -5 | -15
